# Assay outcomes deposited in PubChem by The Scripps Research Institute Molecular Screening Center.
# TDP2 absorb: human TDP2 enzyme inhibitors, primary screen, biochemical, epi absorbance, recombinant enzyme; Tyrosyl-DNA phosphodiesterase 2 (Homo sapiens), O95551; T5PNP hydrolysis, p-nitrophenol absorbance 415 nm; inhibition, % at 12.8 µM; 0.34% of 370,000 active;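 active = inhibition above the mean of all tested compounds plus 3 SD, set per campaign, cut at about 25% in these data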;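 note: 0% = DMSO with enzyme and 100% = buffer with substrate but no TDP2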
#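 Assay system: Recombinant human TDP2 | Quantity: 120 nM TDP2 per well | Incubation: 2 h at 37 °C | Signal: Epi absorbance | Evaluation: Percent inhibition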
# ARFGAP1 inh: inhibitors of rat ARFGAP1 GAP activity, primary screen, biochemical, fluorescence polarization, GDP tracer; ADP-ribosylation factor GTPase-activating protein 1 (Rattus norvegicus), Q62848; Arfgap1-stimulated ARF1 GTP hydrolysis, GDP FP detection; inhibition, % at 16.5 µM; 0.26% of 360,000 active; AID 651572, 2012;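 active = inhibition above a per-plate limit, mean inhibition of low control wells plus 3 SD, cut at about 25% in these data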;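 note: 0% = DMSO wells with enzyme and 100% = wells lacking Arfgap1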
#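 Material: rat Arfgap1 catalytic domain, aa 1-136; also added: human ARF1(Δ1-17)-GTP substrate; compound dosing: one concentration, 16.5 µM, DMSO 1.26%; incubation: GTP hydrolysis reaction 2 h at 25 °C; measured by: Tracer-displacement fluorescence polarization with EDTA stop, 620/688 nm; evaluation: % inhibition from polarization; repeats: one replicate per compound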
# PLCg1 inh: PLC-gamma1 enzyme inhibitors, primary screen, biochemical, fluorescence, purified enzyme | fluorogenic substrate | 0.84% of 370,000 active | inhibition, % at 12.2 µM | 1-phosphatidylinositol 4,5-bisphosphate phosphodiesterase gamma-1 (Homo sapiens), P19174; in the data active = inhibition above about 9.5%
# ADAM10 inh: human ADAM10 inhibitors, primary screen, biochemical, QFRET, HTS | recombinant ADAM10, EDANS/DABCYL FRET peptide cleavage, 3 h | 0.62% of 370,000 active | AID 720582, 2013 | inhibition, % at 7 µM | Disintegrin and metalloproteinase domain-containing protein 10 (Homo sapiens), O14672;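 active = inhibition above a per-campaign cutoff equal to the mean of compounds falling between control-based bounds plus 3 SD, cut at about 20% in these data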;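 note: 0% = DMSO wells while the 100% control is not disclosed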
# Target sequence (O14672 214-748 limits assumed): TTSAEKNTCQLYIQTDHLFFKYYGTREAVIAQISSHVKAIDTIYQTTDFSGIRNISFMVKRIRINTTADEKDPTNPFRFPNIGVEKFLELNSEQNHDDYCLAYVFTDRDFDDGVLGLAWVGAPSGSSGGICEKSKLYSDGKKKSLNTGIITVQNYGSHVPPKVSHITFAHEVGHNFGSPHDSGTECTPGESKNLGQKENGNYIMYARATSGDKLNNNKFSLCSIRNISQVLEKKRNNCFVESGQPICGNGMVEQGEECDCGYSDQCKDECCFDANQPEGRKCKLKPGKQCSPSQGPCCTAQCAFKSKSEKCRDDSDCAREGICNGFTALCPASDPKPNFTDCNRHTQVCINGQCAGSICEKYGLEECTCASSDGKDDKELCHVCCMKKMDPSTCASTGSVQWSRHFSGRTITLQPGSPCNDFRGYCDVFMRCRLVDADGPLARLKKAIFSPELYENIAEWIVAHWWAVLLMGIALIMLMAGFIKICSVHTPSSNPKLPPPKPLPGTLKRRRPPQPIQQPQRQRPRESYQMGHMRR
# KLK7 zymogen act: proKLK7 zymogen activators, primary screen, biochemical, fluorescence intensity. Kallikrein-7 (Homo sapiens), P49862. purified proKLK7, EDANS-DABCYL substrate fluorescence; 100% is mature enzyme control, 0% vehicle. activation, % at 7 µM. 0.9% of 370,000 active;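 active = activation above the mean of all tested compounds plus 3 SD, computed per campaign excluding outliers beyond control limits, cut at about 13% in these data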
# Tn6 DDE FP: inhibitors of Tn6 peptide binding to fibrin DD(E), primary screen, biochemical, fluorescence polarization, human fibrin, Tn6 probe; Fibrinogen beta chain (Homo sapiens), P02675; Fibrin DD(E) TRITC-Tn6 fluorescence polarization displacement; inhibition, % at 8.3 µM; 0.21% of 370,000 active; AID 720509, 2013;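 active = inhibition above a per-campaign cutoff: mean of compounds within control limits plus 3 SD, cut at about 15% in these data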;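 note: 0% = median of all compound wells on the plate and 100% = blocking peptide control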
# Target sequence (P02675 whole entry, looked up): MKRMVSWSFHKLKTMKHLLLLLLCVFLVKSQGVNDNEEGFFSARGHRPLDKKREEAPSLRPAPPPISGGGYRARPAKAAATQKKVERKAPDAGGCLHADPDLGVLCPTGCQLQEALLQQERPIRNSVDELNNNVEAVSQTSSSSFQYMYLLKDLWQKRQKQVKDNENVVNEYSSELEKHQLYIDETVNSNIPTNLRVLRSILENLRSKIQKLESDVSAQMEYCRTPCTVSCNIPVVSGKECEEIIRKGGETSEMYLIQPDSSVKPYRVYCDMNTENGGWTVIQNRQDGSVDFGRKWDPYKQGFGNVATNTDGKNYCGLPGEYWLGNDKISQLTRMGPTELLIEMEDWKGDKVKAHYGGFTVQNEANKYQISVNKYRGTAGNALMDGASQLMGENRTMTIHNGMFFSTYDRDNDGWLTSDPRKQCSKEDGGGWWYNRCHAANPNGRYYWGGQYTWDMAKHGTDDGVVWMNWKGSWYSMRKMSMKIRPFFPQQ
# LEDGF integ inh: blockers of LEDGF/p75-dependent integrase strand transfer – biochemical, TR-FRET, high throughput, primary screen; 0.64% of 370,000 active; TR-FRET IN-LEDGF/p75 DNA integration, Eu/Cy5; HIV-1 integrase (with human LEDGF/p75); inhibition, % at 3.7 µM;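 active = inhibition above the screen-wide mean plus 3 SD, cut at about 13% in these data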;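 note: signal is the Cy5 over europium emission ratio at 671 and 618 nm; 0% = plate median of compound wells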
# ADAM17 inh: ADAM17 inhibitors, primary screen, biochemical, QFRET. Disintegrin and metalloproteinase domain-containing protein 17 (Homo sapiens), P78536. recombinant ADAM17, EDANS/DABCYL FRET peptide cleavage. inhibition, % at 6.95 µM. 0.83% of 370,000 active. AID 720648, 2013;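 active = inhibition above the mean of compounds lying between control limits plus 3 SD, set per campaign, cut at about 8.5% in these data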;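 note: 0% = DMSO-only wells as the low control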
# ASAP1 GAP inh: inhibitors of human ASAP1 ArfGAP activity, primary screen, biochemical, fluorescence polarization; 0.19% of 360,000 active; inhibition, % at 16.5 µM; ASAP1-stimulated ARF1 GTP hydrolysis, GDP FP detection; Arf-GAP with SH3 domain, ANK repeat and PH domain-containing protein 1 (Homo sapiens), …; in the data active = inhibition above about 25%;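 note: 0% = vehicle with enzyme and substrate and 100% = no enzyme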
# Tn7 DDE FP: inhibitors of Tn7 peptide binding to fibrin DD(E), primary screen, biochemical, fluorescence polarization, human fibrin, Tn7 probe. FP displacement of FITC-Tn7 peptide from fibrin DD(E); 0% = median of compound wells per plate. Fibrinogen beta chain (Homo sapiens), P02675. inhibition, % at 8.3 µM. 0.13% of 370,000 active. AID 720508, 2013;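 active = inhibition above the mean of compounds falling within the control limits plus 3 SD of them, cut at about 14% in these data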;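 note: 0% = plate median of compound wells and 100% = 10 µM Aha-Tn7 peptide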
#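 Assay system: Human clot-derived fibrin DD(E) complex | Buffer or medium: Tris/NaCl/CaCl2 buffer, pH 7.8 | Repeats: One replicate per compound | Benchmarks: Aha-Tn7 high control | Measure: % inhibition scaled between sample-field median and high-control FP | Schedule: 10 min plus 3 h, room temperature | Signal: Fluorescence polarization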
# Active calls of the source: *; i = inactive; . = not tested or not shown.
# The opening 12 records as a preview:
No.	TDP2 absorb	SMILES	ARFGAP1 inh	PLCg1 inh	ADAM10 inh	KLK7 zymogen act	Tn6 DDE FP	LEDGF integ inh	ADAM17 inh	ASAP1 GAP inh	Tn7 DDE FP
1	-9	O=S(=O)(c1ccc(Cl)cc1)N1CCCCCC1	-5	8	6	-0.7	-7	1	3	3	-3
2	3	Cc1c(C(=O)OC(C)C)nnn1-c1nonc1N	0	2	-3	-0.2	4	1	0	-7	-3
3	0	Nn1c(SCC(=O)NC2CCS(=O)(=O)C2)nc2scc(-c3ccccc3)c2c1=O (configuration not stated)	11	-4	-1	-0.3	-7	3	-1	-1	2
4	0	Cc1ccc(C(=O)Nc2cc(C)nn2CCC#N)cc1	5	-1	-6	0.6	4	0	-4	-5	-5
5	1	CCOc1ccccc1NC(=O)CSc1nnc(C2CC2)n1CC	1	0	-8	0.0	11	-3	-4	-2	3
6	-4	COc1ccccc1NC(=O)COC(=O)c1ccccc1SCC(=O)N1CCCC1	-6	-4	-1	-0.3	2	1	-2	-9	-7
7	-1	Cc1nn(-c2ccccc2)cc1/C=N/NC(N)=S	1	0	-4	-1.4	-12	-3	-4	10	-1
8	-3	Cc1ccc(NC(=O)CN2CCCC2)c2c1CC(C)(C)O2	7	-2	-10	-0.6	-8	-3	-2	6	1
9	-6	CC(=O)c1ccc(S(=O)(=O)NC2CC(=O)N(c3ccc(Cl)cc3)C2)cc1 (configuration not stated)	-9	0	-4	0.4	-1	-2	2	-10	4
10	0	Nc1nc(=S)[nH]c2c1C1(CCCC1)Cc1ccccc1-2	4	-4	-8	0.0	-4	3	1	3	-2
11	5	C[C@H]1CN([C@@H](C)CO)C(=O)c2cc(C3=CCCCC3)cnc2O[C@@H]1CN(C)C(=O)Cc1ccccc1	5	-1	-8	0.3	-2	-3	-5	7	1
12	-3	CCOc1c2ccc(C(=O)NCc3ccc(C(F)(F)F)cc3C(F)(F)F)cc2nn1C	-1	-445	i	-11	4	-2	-184	6	9

# Main list, from the first entry:
No.	TDP2 absorb	SMILES	ARFGAP1 inh	PLCg1 inh	ADAM10 inh	KLK7 zymogen act	Tn6 DDE FP	LEDGF integ inh	ADAM17 inh	ASAP1 GAP inh	Tn7 DDE FP
1	-9	O=S(=O)(c1ccc(Cl)cc1)N1CCCCCC1	-5	8	6	-0.7	-7	1	3	3	-3
2	3	Cc1c(C(=O)OC(C)C)nnn1-c1nonc1N	0	2	-3	-0.2	4	1	0	-7	-3
3	0	Nn1c(SCC(=O)NC2CCS(=O)(=O)C2)nc2scc(-c3ccccc3)c2c1=O (configuration not stated)	11	-4	-1	-0.3	-7	3	-1	-1	2
4	0	Cc1ccc(C(=O)Nc2cc(C)nn2CCC#N)cc1	5	-1	-6	0.6	4	0	-4	-5	-5
5	1	CCOc1ccccc1NC(=O)CSc1nnc(C2CC2)n1CC	1	0	-8	0.0	11	-3	-4	-2	3
6	-4	COc1ccccc1NC(=O)COC(=O)c1ccccc1SCC(=O)N1CCCC1	-6	-4	-1	-0.3	2	1	-2	-9	-7
7	-1	Cc1nn(-c2ccccc2)cc1/C=N/NC(N)=S	1	0	-4	-1.4	-12	-3	-4	10	-1
8	-3	Cc1ccc(NC(=O)CN2CCCC2)c2c1CC(C)(C)O2	7	-2	-10	-0.6	-8	-3	-2	6	1
9	-6	CC(=O)c1ccc(S(=O)(=O)NC2CC(=O)N(c3ccc(Cl)cc3)C2)cc1 (configuration not stated)	-9	0	-4	0.4	-1	-2	2	-10	4
10	0	Nc1nc(=S)[nH]c2c1C1(CCCC1)Cc1ccccc1-2	4	-4	-8	0.0	-4	3	1	3	-2
11	5	C[C@H]1CN([C@@H](C)CO)C(=O)c2cc(C3=CCCCC3)cnc2O[C@@H]1CN(C)C(=O)Cc1ccccc1	5	-1	-8	0.3	-2	-3	-5	7	1
12	-3	CCOc1c2ccc(C(=O)NCc3ccc(C(F)(F)F)cc3C(F)(F)F)cc2nn1C	-1	-445	i	-11	4	-2	-184	6	9
13	10	CCOc1ccc(C(=O)CN2CCN(S(=O)(=O)c3ccc(OC)cc3)CC2)cc1	-13	-3	-3	0.2	-1	1	-5	3	5
14	9	O=C(O)c1cc(S(=O)(=O)NC(CO)C(O)c2ccc([N+](=O)[O-])cc2)ccc1Br (configuration not stated)	7	-1	-3	0.3	-3	-2	-1	11	0
15	-6	COc1cccc(C(=O)c2c(C)c(CCC#N)n3ccccc23)c1OC	15	-1	-3	0.4	-2	-1	-3	11	7
16	6	COc1ccc(CCCc2nnc(SCc3nc4ccccc4c(=O)[nH]3)n2C)cc1C	-1	0	-2	-0.1	4	4	-2	3	2
17	6	COCCCNCCCCOc1c(Cl)cc(C)cc1Br	12	2	1	-0.4	5	4	3	-4	-10
18	4	CC(=O)OC1CCC2C3CCc4cc(O)ccc4C3CCC12C (configuration not stated)	-11	-2	11	0.5	10	-1	1	-3	5
19	4	CN(C)S(=O)(=O)c1ccc(-c2cn3ccccc3n2)cc1	1	-485	i	30*	2	3	-452	1	7
20	-2	COc1ccc(/C=C(\NC(=O)c2ccc([N+](=O)[O-])cc2)C(=O)NCCCN2CCOCC2)cc1	20	6	9	0.5	-5	4	3	11	-9
21	0	O=C(OCCCN=C1NS(=O)(=O)c2ccccc21)c1ccc([N+](=O)[O-])cc1	-4	0	-5	0.2	-2	-1	-1	0	4
22	71*	O=S(=O)(Nc1cc(Sc2ncn[nH]2)c(O)c2ccccc12)c1ccccc1	5	4	-11	-8.0	1	34*	-1	25*	1
23	-14	Cc1ccc(N(C(=O)C2CCCC2)C2C=CS(=O)(=O)C2)cc1C (configuration not stated)	0	7	-1	-0.2	-2	8	8	-8	4
24	6	Cc1cccc(NC(=O)Nc2ccc(Br)cc2)n1	4	-1	-1	0.5	8	-4	-3	-12	1
25	-11	Cc1ccccc1S(=O)Cc1ccc(C(=O)NCCCN2CCCCC2)o1 (configuration not stated)	-1	1	5	-0.3	5	-1	2	-2	-3
26	3	CCOc1ccc(OCCC(=O)OCC(=O)NC2CCCC2)cc1	1	2	-5	0.4	2	-1	-2	-15	-2
27	0	O=C(COc1ccc(Cl)cc1)Nc1nnc(-c2ccc3c(c2)CCCC3)o1	10	1	-10	1.0	-2	-1	-1	-7	-5
28	6	COc1ccc(S(=O)(=O)NC(=O)C2(C)CCN2C(=O)Cc2cc(C)cc(C)c2)cc1 (configuration not stated)	8	-4	-14	-0.1	7	-6	-4	7	-1
29	-1	CN(CC(=O)Nc1ccc(Cl)c(C(F)(F)F)c1)C(=O)c1ccc2c(c1)OCCO2	8	2	13	0.1	6	2	2	4	4
30	-1	Cc1ccc(N2C(=O)c3cccc4c(N)ccc(c34)C2=O)c2cccnc12	20	-99	-5	-0.7	0	0	-3	0	19*
31	13	COC(=O)C1Cc2c([nH]c3ccccc23)C(C(C)C)N1 (configuration not stated)	12	-60	-143	5.8	-8	7	-70	2	-7
32	3	COC(=O)c1ccccc1NC(=O)CN1C(=O)NC2(CCCCCCC2)C1=O	12	-2	-5	0.6	-2	5	-2	4	-1
33	8	CN(C)C(=O)CCSc1nnc(-c2ccco2)o1	-9	-1	-4	-0.4	0	1	-2	-10	2
34	-26	CCC(C)(C)NC(=O)C(c1ccc(OC)cc1)N(C(=O)CCC(=O)Nc1cc(C)on1)C1CC1 (configuration not stated)	0	11*	2	0.1	11	0	5	-7	-2
35	4	CCn1c(CCCNC(=O)c2ccc(F)cc2)nc2ccccc21	-1	1	-6	0.1	7	2	-3	1	-2
36	4	COc1ccccc1NC(=O)CC1S/C(=N/N=C(\C)C2CCCCC2)NC1=O (configuration not stated)	6	2	-1	-0.1	-8	5	0	9	-4
37	17	CC(C)CC(=O)c1c[nH]c(C(=O)NCc2ccc(F)cc2)c1	0	0	4	-0.2	-3	2	0	5	3
38	-8	O=C(Nc1cccc(C(F)(F)F)c1)OC1CCC12CCC(c1ccccc1)CC2 (configuration not stated)	.	6	0	0.5	-4	4	-1	.	-11
39	1	COc1ccc(Cl)cc1N(CC(=O)NC(C(C)C)C(C)C)S(C)(=O)=O	7	2	-6	0.0	-4	2	-1	18	-5
40	-10	CC(=O)NC(Cc1cnc[nH]1)C(=O)O (configuration not stated)	-8	-2	4	-1.0	2	0	0	-10	-5
41	-1	COc1ccc(CCNC(=O)/C=C/c2cc(OC)c(OC)c(OC)c2)cc1OC	-2	-11	-55	0.4	-6	-2	-15	4	1
42	4	CCOCCCNC(=O)/C(C#N)=C/c1ccc(C)o1	1	0	-16	-0.5	2	-2	-5	4	3
43	-7	O=C(O)c1ccccc1C(=O)NC1CCCc2ccccc21 (configuration not stated)	6	1	-3	-0.3	3	-1	-1	-5	2
44	-3	CCNC(=O)c1nc[nH]c1C(=O)NCC	3	3	2	-0.8	-1	-7	-5	0	-6
45	8	C=CCNC(=S)N(Cc1ccccc1)Cc1ccccc1	-10	2	-12	-0.1	1	-2	-3	-9	3
46	-3	CCOC(=O)c1ccc(CNC(=O)C(Cc2c[nH]c3ccccc23)NC(C)=O)o1 (configuration not stated)	-3	4	-3	-0.3	3	0	-3	-5	4
47	-10	O=C(Nc1cccc(C(=O)N2CCOCC2)c1)c1cccnc1	4	6	6	0.2	4	2	1	-1	7
48	-18	COc1ccc(CCNC(=O)CS(=O)(=O)c2cn(CC(=O)N(C(C)C)C(C)C)c3ccccc23)cc1OC	-2	-4	-6	0.2	1	-3	-8	23	-2
49	-2	Cc1ccccc1OCC(=O)NCCC(=O)O	-2	-1	-4	-0.6	6	-2	-3	-4	5
